# IEC-6 cytotox = cytotoxicity in IEC-6 intestinal epithelial cells, primary screen, cytotoxicity control for KLF5 inhibitor project, cell-based, luminescence; IEC-6 cytotoxicity, luminescence viability; hit rate 0.78% among 290,000; inhibition, % at 5 µM; in the data active means inhibition above about 22%;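 further: 0% = plate median of test compound wells and 100% = cytotoxic reference compound wells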
# HSF-1 act = HSF-1 activators, primary screen, NIH3T3-HGL cells, MG132 stress, luminescence, single point. NIH3T3-HGL HSF-1 luciferase reporter, 8 h; 100% = twice DMSO control signal. activation, % at 9 µM. hit rate 1.7% among 300,000. AID 504408, 2011;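 active means mean replicate activation of at least 50% with a set share of replicates each reaching 50%; inconclusive means only one of those two conditions met; inactive means mean below 50% and too few replicates reaching it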;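 further: 0% = median of the neutral control wells and 100% = twice that signal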
# HSP90 inh = HSP90 inhibitors, primary screen, cell lysate, luminescence | Heat shock protein HSP 90 (rabbit reticulocyte lysate; luciferase refolding) | Rabbit reticulocyte lysate, luciferase refolding luminescence, 3 h | inhibition, % at 5.6 µM | hit rate 0.91% among 290,000;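 active means inhibition above the screen-wide mean plus 3 SD, computed separately per campaign, cut at about 16% in these data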;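 further: 0% = DMSO wells and 100% = 60 µM geldanamycin wells; inhibitors lower the luminescence because luciferase stays unfolded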
# HIF activator = HIF pathway transcriptional activators, primary screen, cell-based, U2OS HRE-luciferase, luminescence. U2OS HRE-luciferase reporter; normalized: DMSO 0%, desferrioxamine 100%. hit rate 0.32% among 300,000. AID 1910, 2009. activation, % at 7.5 µM (by protocol);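 active means mean activation of at least 10% of the iron chelator positive control signal, with at least half of replicates also reaching 10%; inconclusive means mean and replicate majority disagree about reaching 10%; inactive means mean and most replicates under 10%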
# AI-2 QS modul = Vibrio harveyi AI-2 quorum sensing modulators, primary screen, JMH597 strain, luminescence/OD600 ratio. hit rate 0.4% among 300,000. Vibrio harveyi JMH597 AI-2 luminescence/OD600 ratio, 9 h; hits give low values; strain lacks LuxN and CqsS sensors; 0 = neutral-control median. AID 2094, 2009. activity change, % at 7.5 µM; in the data active means activity change below about -75%, passing the limit was not always enough; inconclusive means no clear call, values can overlap the other calls;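 further: luminescence divided by OD600 gain over 9 h not by final OD600 alone; inactives centre near 13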
# HSF1 inh = HSF1 inhibitors in luciferase reporter cells, primary screen, cell-based, NIH3T3, luminescence; NIH3T3-HGL HSE-luciferase, MG132-induced, luminescence 8 h; hits give low values; activity change, negative = inhibition, % at 7.5 µM (by protocol); hit rate 0.77% among 300,000; AID 2098, 2009;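 active means more than half of replicate wells show activity change below -50%, luminescence cut by over half; inconclusive means some wells, but at most half, below -50%; inactive means no replicate well below -50%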;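 further: luciferase reports HSF-1 transcriptional activity via heat shock element; 0% = median of DMSO wells and -100% = zero luminescence signal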
# HDAC3 inh = HDAC3 deacetylase inhibitors, primary screen, biochemical, fluorescence, cell-free homogeneous. Histone deacetylase 3 (Homo sapiens), O15379. recombinant HDAC3, fluorogenic peptide/trypsin coupled. inhibition, % at 8.3 µM. hit rate 0.15% among 320,000; in the data active means inhibition above about 26%, passing the limit was not always enough; inconclusive means no clear call, values can overlap the other calls
# Target sequence (O15379 whole entry, looked up): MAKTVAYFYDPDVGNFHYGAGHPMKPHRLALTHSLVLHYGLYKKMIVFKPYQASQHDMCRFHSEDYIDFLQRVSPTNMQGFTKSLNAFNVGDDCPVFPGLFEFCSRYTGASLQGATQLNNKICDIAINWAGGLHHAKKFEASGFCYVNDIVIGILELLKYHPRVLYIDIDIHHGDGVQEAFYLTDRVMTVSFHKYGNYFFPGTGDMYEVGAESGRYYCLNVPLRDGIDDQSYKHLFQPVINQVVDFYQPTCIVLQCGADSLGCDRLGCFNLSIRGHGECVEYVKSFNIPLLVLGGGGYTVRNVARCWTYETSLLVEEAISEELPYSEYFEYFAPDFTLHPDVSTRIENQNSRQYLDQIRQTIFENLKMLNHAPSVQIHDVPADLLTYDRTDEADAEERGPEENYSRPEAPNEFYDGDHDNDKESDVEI
# aSyn UTR inh = MLPCN primary screen, SNCA 5' untranslated region; alpha-synuclein 5'UTR reporter, inhibitor activity; AID 1813, 2009; inhibition, % (tested at 7.5 µM); hit rate 0.82% among 300,000; in the data active means inhibition above about 60%; inconclusive means no clear call, values can overlap the other calls;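 further: H4 neuroglioblastoma cells stably carrying SNCA 5'UTR luciferase fusion; 0% = DMSO wells and 100% = positive control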
# KLF5 inh = KLF5 expression inhibitors, primary screen, DLD-1 cells, luminescence. hit rate 0.23% among 290,000. DLD-1 KLF5 promoter-luciferase reporter. inhibition, % at 5 µM;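 active means inhibition above a per-plate limit of that plate's mean compound inhibition plus 3 SD, cut at about 60% in these data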;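 further: 0% = DMSO wells and 100% = LY294002 at 200 µM; higher means less KLF5 promoter-driven luciferase light; inactives centre near -14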
# Platelet DG rel = inhibitors of platelet dense granule secretion, primary screen, cell-based, MLPCN, human platelets; AID 1663, 2009; inhibition, %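 (compounds screened at 7.5 µM in platelet-rich plasma)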; human platelet-rich plasma, SFLLRN dense granule ATP release, luminescence; hit rate 0.22% among 300,000;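 active means mean replicate score, as percent of positive control, at or above 50; inconclusive means mean below 50 but at least one replicate at or above 50; inactive means mean and every replicate below 50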
# * hit, by the source's call; ? = inconclusive; / = no result given.
SMILES,IEC-6 cytotox,HSF-1 act,HSP90 inh,HIF activator,AI-2 QS modul,HSF1 inh,HDAC3 inh,aSyn UTR inh,KLF5 inh,Platelet DG rel
CC(=O)Nc1nc(C)nc(C)c1C(C)=O,-5,38,4,-0.3,0,11,-1,-2,-25,-9
Cn1c(SCC(=O)Nc2cccc(S(=O)(=O)NC3=NCCCCC3)c2)nnc1-c1ccncc1,-2,8,-5,-1.4,27,-2,4,-2,11,-7
CCOc1ccc(CCNC(=O)COC(=O)COc2ccc(Cl)cc2)cc1OCC,/,-10,/,-0.3,12,-2,0,14,/,-3
Cc1ccc(C)c(NC(=O)CCN2C(=O)[C@@H]3Cc4ccccc4CN3C2=O)c1,1,-14,-2,-0.2,5,5,-4,-4,-2,0
COC(=O)c1cc(=O)[nH]c(SCc2cccc(C)c2)n1,-8,10,5,-0.5,21,1,-1,19,-7,15
CC(C)CN(C(=O)COC(=O)C12CC3CC(CC(C3)C1)C2)c1c(N)n(Cc2ccccc2)c(=O)[nH]c1=O,/,-4,/,0.0,/,-4,-5,44,/,-8
CCN1C(=O)c2ccccc2S(=O)(=O)c2ccc(C(=O)NCC(OC)OC)cc21,-6,-13,0,1.7,7,-7,4,-5,3,-2
CCn1nc(C)cc1C(=O)NC1CC(C)(C)Cc2c1cnn2-c1cccc(F)c1 (centres undefined),11,12,5,0.0,-1,3,-3,6,-13,1
Cn1nccc1C(=O)N1CCN(S(=O)(=O)c2ccc(Br)s2)CC1,1,-14,-3,-0.8,30,-4,-4,-21,-26,8
COCC(C)NCc1ccccc1C (centres undefined),-6,-13,-3,-0.5,20,-1,-4,4,-23,9
COc1ccc(-c2cc(C(=O)Nc3cccc(Cl)c3)no2)cc1,0,28,10,2.5,-13,14,7,-266,-159,-1
CC(/C=C/c1ccccc1)=N\NC(=O)Cn1cncn1,1,-11,1,-0.4,6,-8,12,-4,-10,5
O=C(c1ccco1)N1N=C(c2ccc(Cl)cc2)CC1(O)C(F)(F)F (centres undefined),1,-7,5,0.1,15,-2,-3,10,-18,-3
OCCC1CN(CC2CCCCC2)CCN1C1CCCC1 (centres undefined),0,-21,1,1.5,7,-6,0,-11,-9,4
CC(C)[C@H](NC(=O)C1CC(=O)N(c2ccc3c(c2)OCCO3)C1)C(=O)NC1CCCC1 (some centres undefined),2,9,0,0.4,16,-1,0,-2,6,-6
COc1cc(NC(=O)COc2ccc3c(C)cc(=O)oc3c2C)cc(OC)c1OC,3,-9,1,0.4,13,-7,-1,1,-26,-10
NC1=NC(c2ccc(Br)cc2)n2c(nc3ccccc32)N1 (centres undefined),-6,4,0,/,11,-7,-3,-3,5,0
COc1ccc(C)cc1NC(=S)N1CCN(c2ncccn2)CC1,-10,/,-3,/,-11,/,0,/,-19,-16
COc1ccccc1NC(=O)c1ccc(S(=O)(=O)N2CCOCC2)cc1,-2,-8,3,-0.2,25,-4,0,-6,-23,-5
Cc1ccc(S(=O)(=O)N(c2nc(N(C)C)nc(N(C)C)n2)n2cnnc2)cc1,10,13,-1,0.3,-3,-7,-1,9,1,-4
CCCN1C(=S)c2ccccc2C1c1ccccc1 (centres undefined),-1,4,-3,-0.2,16,0,9,13,-24,-1
O=c1c([N+](=O)[O-])c(NC2CCCCC2)c2ccccc2n1-c1ccccc1,-4,-4,-2,0.0,11,-1,0,23,-52,-8
O=C(CCC(=O)c1ccc(Cl)cc1)OCc1nc2ccsc2c(=O)[nH]1,/,6,/,0.0,-20,-1,-2,13,/,2
CC(=O)Oc1ccccc1C(=O)Oc1ccc(/C=N/n2cnnc2)cc1,4,2,-2,0.2,10,-2,4,4,0,1
CC(C)(C)c1ccc(-c2nc(C#N)c(NCCCn3ccnc3)o2)cc1,10,33,0,-1.1,-21,7,2,-52,-19,-16
CC(=O)c1ccccc1OCC(O)CN1CCN(CCN2C(=O)c3cccc4cccc(c34)C2=O)CC1 (centres undefined),7,-4,3,-0.4,9,3,-10,11,-5,3
O=C(NCCCn1ccnc1)c1ccc(NS(=O)(=O)c2ccc(Cl)c(Cl)c2)cc1,/,-13,/,1.4,13,4,6,2,/,2
COc1ccc(CCC(=O)Nc2nc3c(s2)CN(C)CC3)cc1OC,-5,3,3,-0.9,52,-3,5,4,9,-3
O=C1CS/C(=N\N=C\c2ccco2)N1c1ccccc1,14,-16,1,0.6,17,-7,4,-1,2,0
Cc1cc2nnc(SCC(=O)NCc3ccco3)n2c2ccccc12,/,-6,/,2.3,25,-8,-4,-184,/,25
COc1ccc(OC)c(/C=N\NC(=O)c2cc3c(ccc4ccccc43)o2)c1,12,-3,0,-0.3,14,-5,-2,-22,1,2
O=C(c1cccc(S(=O)(=O)NCCOc2ccccc2)c1)N1CCN(c2ncccn2)CC1,-3,-10,0,0.0,20,5,1,10,3,6
Cc1cccc(OCC(=O)N/N=C\c2cn(C)c3ccccc23)c1,0,3,-1,-0.4,48,4,0,-20,-34,2
CSc1ncnc2c1cnn2-c1ccc(C)cc1C,2,17,1,2.8,16,1,-3,-37,3,2
Cc1ccc([N+](=O)[O-])c(C(=O)N/N=C/c2cccnc2)c1,0,-25,-2,0.2,16,-9,8,-3,-9,-2
CCc1ccc(N2CC(C)Cn3c2nc2c3c(=O)[nH]c(=O)n2C)cc1 (centres undefined),4,6,1,-10,20,3,2,30,-41,1
Oc1cccc(C(=S)N2CCN(Cc3ccccc3)CC2)c1,-6,14,1,0.1,2,6,1,-16,4,-3
C=C1CCC[C@]2(C)C[C@H]3OC(=O)C(CNC(C)CCCC(C)C)[C@H]3CC12 (some centres undefined),-5,43,2,1.6,9,22,1,-5,9,-1
O=C1CC(c2cccc(Cl)c2)Cc2nc(N3CCOCC3)ncc21 (centres undefined),0,-1,0,-0.3,18,1,-6,-10,-7,3
O=C(Nc1nnc(SCc2ccccn2)s1)C1CC(=O)N(c2ccccc2)C1 (centres undefined),2,-7,8,/,12,-3,/,-4,0,1
CCOc1ccc(S(=O)(=O)Nc2ccc(F)cc2)c(C)c1C,3,42,-3,-0.9,-3,12,3,1,-75,-11
O=C1CC(NN2CCCCC2)C(=O)N1c1ccccc1 (centres undefined),-4,-4,0,0.1,15,0,4,1,-40,2
CCCCc1cc(=O)oc2cc(O)cc(O)c12,-1,-15,-2,0.1,-40,-6,-41,1,-7,-3
CC(=O)Nc1cccc(OCC(=O)NC(C)C(C)C)c1 (centres undefined),3,1,4,0.0,17,-6,1,8,-3,1
O=C(COC(=O)c1cncc(Br)c1)NC1CCCCCC1,1,0,-1,-0.8,23,-5,-2,3,-7,1
O=C(COc1ccc(Br)cc1Cl)NC(=S)N1CCc2ccccc21,12,3,-3,0.3,23,5,0,-30,-20,3
CCCC1CCC(c2ccc(C(N)=O)cc2)CC1 (centres undefined),-2,0,0,0.0,9,-5,-8,-20,-5,-14
COc1cc(C(=O)NCC(=O)N/N=C/c2cccs2)cc(OC)c1OC,4,7,-6,0.1,1,2,10,-6,-22,4
CC(C)C(NC(=O)c1ccccc1)c1nnc(SCC(=O)NC2CCCC2)n1C (centres undefined),4,9,2,-0.1,8,16,-2,-8,14,7
O=C(Cn1ccc(C(F)(F)F)n1)N/N=C/c1cccs1,-7,2,-5,-0.3,29,-6,3,7,-3,-3
CC1=NOC(=O)/C1=C/c1ccc(O)cc1,-5,-4,-1,-0.3,42,0,8,3,-9,3
Cn1nc(C(F)(F)F)c2cc(NC(=O)OCc3ccc(C(C)(C)C)cc3)sc21,2,-3,-5,-1.6,-3,-7,/,1,-6,5
COc1ccc(Cn2cnc3c(N)c(C)c(C)cc32)cc1,-4,7,-2,-0.7,-2,4,-2,24,-15,1
O=C(c1ccco1)N1CCN(c2cc(=O)n(-c3ccc(Cl)cc3)c(=O)[nH]2)CC1,-2,8,0,-0.3,17,-3,-1,12,-36,-15
Nc1c(C(=O)Nc2cccc(F)c2)nnn1-c1cccc(C(F)(F)F)c1,3,30,0,3.7,10,13,-7,-155,-27,-14
CCOc1ccccc1CNC(=O)CCNS(=O)(=O)c1ccc2[nH]c(=O)oc2c1,1,-7,-3,-0.2,19,-3,1,3,6,-5
Cc1cc(C)cc(NC(=S)N2CCC(NC(=O)C3CCCCC3)CC2)c1,-2,11,-3,0.8,18,-1,3,0,-7,-8
Cc1ccc(S(=O)(=O)N2CCOCC2)cc1C(=O)N1CCC(Cc2ccccc2)CC1,-3,-5,2,-0.3,11,-2,0,13,-34,7
COCCNC(=O)C1CCC(CNS(=O)(=O)c2ccccc2)CC1 (centres undefined),-8,8,-3,0.3,21,-7,-6,5,-12,0
CC(NC(=O)CCNC(=O)c1ccc(Br)cc1)c1ccc(-n2ccnc2)cc1 (centres undefined),/,1,/,-0.5,15,-2,5,2,/,3
# (further entries)
SMILES,IEC-6 cytotox,HSF-1 act,HSP90 inh,HIF activator,AI-2 QS modul,HSF1 inh,HDAC3 inh,aSyn UTR inh,KLF5 inh,Platelet DG rel
COc1ccc(Cc2nc(-c3ccccn3)no2)cc1,0,21,0,2.3,-88*,3,8,-120,-88,-1
Cc1ccccc1Nc1ncccc1C(=O)N1CCOCC1,-1,1,1,-0.6,7,2,-9,-16,-19,-9
CC(=O)CC(=O)Nc1ccc2ccccc2c1,3,7,-3,-0.8,28,0,11,-22,-40,4
CCCCN(C)C1=Nc2cccc3cccc1c23,3,5,2,-0.1,13,-9,3,-8,-42,1
CCN1C(=O)[C@@H]2[C@H](C1=O)[C@@H]1C(=O)Nc3ccccc3C(=O)N1[C@@H]2c1ccc(Br)cc1,/,-16,/,0.2,8,-1,-6,-9,/,0
CCOC(=O)CSc1nc2ccc(N3CCOCC3)cc2c(=O)n1Cc1ccc2c(c1)OCO2,0,21,8,0.9,-4,21,10,-82,-10,-2
O=C(O)c1cc(N/N=C/C=C/c2ccccc2[N+](=O)[O-])ccc1Cl,-2,11,16,2.4,9,10,10,-58,-101,4
CCNC(=O)N1c2ccc(OCC)cc2C(C)=CC1(C)C,1,9,-1,-21,26,-3,?,-19,4,-1
COc1ccc(C(=O)C2CCCCC2=O)cc1 (centres undefined),3,3,4,1.0,24,-6,-2,5,2,-4
O=C(CSC1=NC(=O)C(Cc2ccccc2)C(=O)N1)Nc1ncccn1 (centres undefined),-8,10,0,-0.1,27,-8,/,-4,-16,-1
COc1cc(/C=C/C(=O)N2CCCN(C(=O)/C=C/c3cc(OC)c(OC)c(OC)c3)CC2)cc(OC)c1OC,0,4,-4,0.1,11,0,4,11,-33,12

# Screens deposited in PubChem by several laboratories.
